# Screening results: PubChem, several laboratories
# V-ATPase pHluor: regulators of yeast V-ATPase proton transport | response, % at 10 µM | actives 0.37% (n = 350,000) | S. cerevisiae, pHLuorin cytosolic pH fluorescence; in the data active = response mostly above about 7.3%, no sharp cut-off; inactive = mostly below about 5.4%; note: actives read high; inactives centre near 0; some compounds called inactive have numbers as strong as hits; reference of the scale not given here
# DAGLB inhibitor: diacylglycerol lipase beta (human) inhibition; inhibition, % at 5.17 µM; HEK293T DAGLB membrane lysate, EnzChek fluorogenic substrate; AID 504411; actives 0.059% (n = 340,000); in the data active = inhibition above about 34%;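 note: 0% = enzyme with vehicle and 100% = wells lacking enzyme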
# NSD2 inh: NSD2 (human) methyltransferase inhibition; O96028; NSD2 peptide methylation, AlphaScreen, 120 min; actives 0.54% (n = 310,000); inhibition, % at 12.5 µM; AID 743445; in the data active = inhibition above about 50%
# CAL PDZ FP-1: blocks peptide binding to human CAL PDZ domain; AID 504414; actives 0.02% (n = 330,000); inhibition, % at 20 µM; purified CAL PDZ, TMR-peptide fluorescence polarization, 1 h;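 active = highest replicate inhibition of at least 40%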;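 note: plate controls were DMSO neutral control wells for no effect and unlabeled competitor peptide control wells for full effect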
#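 Material: tagged CAL PDZ domain; buffer or medium: 25 mM sodium phosphate pH 7.4, 150 mM NaCl, TCEP, IgG, Thesit; compound dosing: single point, 20 µM; schedule: 1 h incubation at room temperature before polarization reading; measured by: FP readout, S and P plane fluorescence; read-out basis: percent inhibition from loss of millipolarization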
# Arr AP2 block: inhibitors of human beta-arrestin and AP2 interaction | FITC-arrestin peptide / GST-AP2 beads, flow cytometry; AP2 beta2 appendage carries R879A mutation | inhibition, % at 10 µM | actives 0.31% (n = 340,000);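 active = inhibition above a set limit, near 3 SD of compounds lacking own fluorescence, cut at about 54% in these data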;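 note: plate controls were DMSO wells for no effect and 5 µM unlabelled arrestin peptide for full effect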
#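 system = GST-tagged AP2 beta2-adaptin appendage (R879A) on 4 µm glutathione beads | reagent = FITC-labelled arrestin peptide probe, 50 nM final | schedule = compound with beads 12 min RT, then probe 1 h RT | signal = HyperCyt-sampled flow cytometry, FL1 channel, ex 488/em 535 nm | read-out = percent response from loss of bead-bound FITC fluorescence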
# DSG3 Ab inh: blocks pemphigus antibody binding to human desmoglein-3. P32926. DSG3-coupled beads, scFv-anti-DSG3-GFP binding, flow cytometry; active compounds read low. binding (percent of control), % at 10 µM. actives 0.48% (n = 310,000);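 active = binding more than 3 SD below its plate's average and above zero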;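 note: hits lower antibody fragment binding to DSG3; some compounds called inactive have numbers as strong as hits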
# Keap1 Nrf2 FP: Keap1-Nrf2 (human) interaction inhibition; Q14145; Keap1 Kelch-Nrf2 peptide fluorescence polarization, 1536-well; inhibition, % at 9.4 µM; actives 0.15% (n = 340,000); in the data active = inhibition above about 12%;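 note: human Keap1 Kelch domain with fluorescein labeled Nrf2 9mer peptide probe; 0% = neutral control wells and 100% = peptide positive control; higher means more block of Keap1 binding to Nrf2 peptide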
# Target sequence (Q14145 whole entry, looked up, the tested form may be a part): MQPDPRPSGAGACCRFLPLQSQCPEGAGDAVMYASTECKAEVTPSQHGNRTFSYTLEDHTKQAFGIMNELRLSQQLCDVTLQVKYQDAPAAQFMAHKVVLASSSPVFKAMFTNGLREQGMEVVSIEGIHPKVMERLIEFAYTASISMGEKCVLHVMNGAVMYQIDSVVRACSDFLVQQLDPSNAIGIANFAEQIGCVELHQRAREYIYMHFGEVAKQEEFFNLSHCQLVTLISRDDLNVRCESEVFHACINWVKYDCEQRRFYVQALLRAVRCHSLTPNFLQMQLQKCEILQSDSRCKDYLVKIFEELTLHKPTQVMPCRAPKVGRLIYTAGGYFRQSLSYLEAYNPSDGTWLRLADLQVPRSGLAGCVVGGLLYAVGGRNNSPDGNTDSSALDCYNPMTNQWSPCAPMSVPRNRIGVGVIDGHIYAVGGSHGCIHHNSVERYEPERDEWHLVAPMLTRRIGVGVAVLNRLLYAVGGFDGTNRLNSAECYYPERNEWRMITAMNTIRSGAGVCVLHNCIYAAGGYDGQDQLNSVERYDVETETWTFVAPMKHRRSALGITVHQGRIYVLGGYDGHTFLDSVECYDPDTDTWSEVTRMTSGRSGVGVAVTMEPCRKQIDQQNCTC
# CAL PDZ FP-2: inhibitors of human CAL PDZ peptide binding. actives 0.92% (n = 300,000). purified CAL PDZ, TMR-peptide fluorescence polarization, 1 h. AID 602252. inhibition, % at 24.9 µM;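 active = mean inhibition of at least 30% with at least half of replicates also reaching 30%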;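 note: 0% = DMSO neutral control and 100% = excess unlabeled competitor peptide PRC23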
# Cardiac RTF inh: cardiac RTF calcium desensitization. IANBD-labeled cardiac RTF, Ca2+ fluorescence. actives 0.12% (n = 340,000). P19429+P45379. AID 493244. inhibition, % at 7.15 µM;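 active = inhibition above the mean inhibition of all tested compounds plus 3 SD, cut at about 17% in these data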;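 note: assay run at fixed EC70 calcium of 1.6 mM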
# C-LANA FP: blocks KSHV LANA C-terminal domain binding to DNA; MBP-C-LANA/FAM-LBS DNA binding, fluorescence polarization; inhibition, % at 9 µM; actives 0.078% (n = 340,000); AID 504423;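 active = highest replicate inhibition at or above 60% at 9 µM, even if other replicates fall short; inactive = all replicates below 60% inhibition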;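 note: 0% = neutral control wells and 100% = 4 µM acridine orange control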
# An asterisk follows results filed as active; / = no result given; & = joins results of further samples. Not all compounds are listed; count on the stated rates, not on these rows.
# Sample of the layout, 2 compounds:
SMILES,V-ATPase pHluor,DAGLB inhibitor,NSD2 inh,CAL PDZ FP-1,Arr AP2 block,DSG3 Ab inh,Keap1 Nrf2 FP,CAL PDZ FP-2,Cardiac RTF inh,C-LANA FP
Cc1cc(C)nc(NN2C(=O)/C(=C/c3ccccc3)SC2=S)n1,-1,-1,-1,/,3,103,-7,-5,-2,1.6
Cc1cc(C)cc(NC(=O)c2sc3nc4n(c(=O)c3c2C)CCC4)c1,-2,0,-5,-2.7,44,108,2,-5,-5,0.3

# Results, repeating the preview:
SMILES,V-ATPase pHluor,DAGLB inhibitor,NSD2 inh,CAL PDZ FP-1,Arr AP2 block,DSG3 Ab inh,Keap1 Nrf2 FP,CAL PDZ FP-2,Cardiac RTF inh,C-LANA FP
Cc1cc(C)nc(NN2C(=O)/C(=C/c3ccccc3)SC2=S)n1,-1,-1,-1,/,3,103,-7,-5,-2,1.6
Cc1cc(C)cc(NC(=O)c2sc3nc4n(c(=O)c3c2C)CCC4)c1,-2,0,-5,-2.7,44,108,2,-5,-5,0.3
Cc1occc1-c1nnc(SCC(=O)O)n1-c1ccccc1,5,2,4,-1.1,-7,103,1,-3,-4,0.4
COc1ccc(CCNC(=O)CS(=O)(=O)Cc2nc(-c3ccccc3Cl)oc2C)cc1OC,-2,3,/,-1.2,-2,103,4,/,-5,1.4
Cn1nc(C#N)c(=O)[nH]c1=O,0,-1,-5,-0.2,5,95,2,2,2,0.0
COc1ccc(C(=O)NCC(=O)N/N=C/c2ccc([N+](=O)[O-])s2)cc1OC,1,0,10,0.0,29,105,-1,2,-12,-3.4
O=C1c2ccsc2SCCN1Cc1c(F)cccc1Cl,-4,-4,-6,-0.6,18,103,-4,-2,3,-3.3
COc1cccc(C2CCCN2Cc2nc(CCC(C)C)no2)c1 (centres undefined),8,-2,5,-2.1,23,91,6,4,-4,-0.7
CC1Oc2ccccc2N(CC(=O)Nc2ccccc2F)C1=O (centres undefined),-2,-1,-2,-1.7,35,94,0,-11,-4,1.6
Cc1cc(C)nc(NS(=O)(=O)c2ccc(NC(=O)c3ccco3)cc2)n1,4,0,0,/,4,/,0,5,-7,3.8
O=S(=O)(c1ccccc1C(F)(F)F)N1CCC(n2cnc3ccccc32)CC1,/,0,/,-2.4,32,115,0,-1,1,0.2
Cc1ccc(NCCNc2ccc(C)cc2)cc1,-1,-9,5,0.3,29,88,-3,0,-9,1.1
CCOc1cc(/C=N/NC(=O)c2cc(C)n(-c3ccc(F)cc3)c2C)ccc1O,6,1,-3,0.4,-2,97,-2,7,-3,0.7
COc1cccc(CNC(=O)COC(=O)c2cc([N+](=O)[O-])ccc2N2CCCC2)c1,0,-6,0,-1.0,-1,/,-3,-2,-15,-1.2
CC(C(=O)Nc1ccccc1C(=O)N1CCCC1)n1nnc2ccccc21 (centres undefined),7,0,1,0.0,25,97,-1,5,-9,1.3
O=C(NCc1ccccc1Cl)NC(=O)c1csc([N+](=O)[O-])c1,0,-1,7,0.5,12,103,-2,-7,1,-0.5
CCN(CC)c1ccc(NC(=O)C2CC3CCC2C3)cc1 (centres undefined),0,0,22,0.1,10,107,-2,-2,-3,1.3
CCC(C)(C)NC(=O)CN(CC1CCCO1)C(=O)CNS(=O)(=O)c1ccccc1 (centres undefined),-3,-1,-4,-0.7,-1,93,-4,-4,-3,-1.1
Cc1ccc(C)c(-n2c(=O)c(C#N)cc3c(=O)n4ccccc4nc32)c1,2,0,-3,-1.2,16,100,2,-7,0,9.0
COc1ccc(C)cc1COC(=O)c1[nH]c(C)c(C(C)=O)c1C,7,-4,55*,-2.0,21,96,1,-4,7,-0.5
CC(C)OC(=O)/C(C#N)=C\c1cccnc1,0,0,-2,-1.6,-16,101,-1,-3,-5,2.9
CCc1nn(CCCC(=O)N(C)Cc2ccccc2)c(=O)c2cc3occc3n12,-2,-1,2,-1.1,-4,108,-1,/,-3,-0.9
O=C(c1cccs1)N1CCC(c2nc3c(nnn3Cc3ccccc3)c(=O)[nH]2)CC1,-4,2,-1,-1.0,-1,101,8,0,0,-0.8
COc1ccc2cc(C(=O)NCCCN3CCCC3=O)[nH]c2c1,-5,2,2,-1.7,15,101,-6,1,2,0.9
CCCn1c(CCc2ccccc2)nnc1SCC(=O)N1CCOCC1,-3,-1,-3,-0.5,4,98,-1,0,2,1.3
COC(=O)c1ccc(COC(=O)C(CCS(C)(=O)=O)N2C(=O)c3ccccc3C2=O)cc1 (centres undefined),1,1,-1,-1.4,-23,100,-1,-2,6,-0.3
CC(C)(C)OC(=O)CN1C(=O)NC2(CCCc3ccccc32)C1=O (centres undefined),-2,-1,-2,0.1,15,92,-2,5,3,0.8
COc1ccc(N2CC(C(=O)N(CC(C)C)c3c(N)n(Cc4ccccc4)c(=O)[nH]c3=O)CC2=O)c(OC)c1 (centres undefined),1,3,-1,-2.2,-1,108,-2,-4,5,0.6
O=C(N/C(=C\c1ccco1)C(=O)N1CCOCC1)c1ccc([N+](=O)[O-])cc1,3,-4,-3,-0.2,20,98,-2,-2,3,-2.3
CC(=O)c1cnc(SCC(=O)O)nc1C,0,1,1,-0.2,-3,98,1,-4,-8,2.2
Cc1cc(Cl)ccc1NC(=O)Nc1c(C)n(-c2ccccc2)c(=O)n1C,-1,-1,-7,-1.1,-1,99,-6,0,-1,1.0
COC(=O)c1cn[nH]c1NC(=S)Nc1ccc(Cl)c(Cl)c1,-1,-12,0,-1.0,0,99,2,/,-8,0.0
CC1(C)CC2CC(C)(CN2C(=O)c2cc(-c3ccccc3O)on2)C1 (centres undefined),-1,-1,/,-4.6,20,106,-2,-10,-4,-0.5
CC1=NN(C(=O)c2csc(C(C)C)c2)C(O)(C(F)(F)F)C1 (centres undefined),-3,-6,-3,-2.1,0,96,-7,1,6,0.6
C=C[C@]1(C)C[C@@H](OC(=O)CSCCN(CC)CC)[C@]2(C)C(C)CC[C@]3(CCC(=O)[C@H]32)[C@@H](C)[C@@H]1O (some centres undefined),1&1,1&0,/,0.5&0.0,23&9,95,-5&-1,-2&0,-20&-5,-1.7&0.6
COc1cc(NC(=O)C(=O)N2CCN(C)CC2)c(OC)cc1Cl,-2,-2,/,0.3,24,115,1,-9,-2,-0.5
Cc1cnc(NC(=O)COc2ccccc2)s1,5,-1,-4,-0.7,-5,128,-1,-4,3,-1.6
CCCNC(=O)COC(=O)c1cc(SC)ccc1Cl,-6,-2,9,-3.6,9,100,-8,-2,0,-0.6
Cc1ccccc1-n1cnc2cc(NCc3cccs3)ccc21,6,3,5,0.7,15,109,-3,0,-2,-0.6
CCCCn1c(N)c(N(CCOC)C(=O)C2CCN(S(=O)(=O)c3ccc(Cl)cc3)CC2)c(=O)[nH]c1=O,1,2,-1,-1.2,-8,107,7,-1,-10,-0.6
CC(C)C[C@H](NC(=O)[C@H](Cc1ccccc1)n1c(=O)[nH]c2ccccc2c1=O)C(=O)N1CCC[C@@H]1C(=O)O,0,1,/,0.5,3,100,-2,0,3,-0.5
O=C(Oc1ccc(N(Cc2cccs2)C2=NS(=O)(=O)c3ccccc32)cc1)c1ccccc1,1,0,-1,-0.2,5,95,1,4,-1,-1.7
CC1CCCCC1NC(=O)CCn1c(=S)[nH]c2ccccc2c1=O (centres undefined),3,1,-1,/,/,100,/,/,/,/
CSc1nsc(SCC(=O)Nc2ccccc2)n1,-3,-4,-1,-2.5,-8,105,-6,-1,3,-0.1
CC(C(=O)N1CCc2ccccc21)N1CCN(S(=O)(=O)c2ccc3c(c2)OCCCO3)CC1 (centres undefined),-3,-8,-1,-0.3,4,99,-1,/,-28,0.3
COc1cccc(N(C(=O)c2snc(C(N)=O)c2N)C(C(=O)NCC2CCCO2)c2c[nH]c3ccccc23)c1 (centres undefined),-2,0,/,-0.7,15,100,-3,-3,-1,-0.9
Nc1ccc(O)cc1C(=O)OCC(=O)C12CC3CC(CC(C3)C1)C2,0,4,23,0.1,36,103,0,0,4,0.5
CC(C)CCNC(=O)CN(C(=O)CCC(=O)Nc1nccs1)c1ccc2c(c1)OCCO2,3,1,-4,-1.1,14,94,0,0,14,-1.5
O=C(NCc1ccccc1F)c1ccc(S(=O)(=O)Nc2cccc(C(F)(F)F)c2)cc1,-1,-2,-5,-1.2,24,104,-4,-4,6,-0.6
Cc1ccc[n+](CC(=O)Nc2cc(C(F)(F)F)ccc2N2CCOCC2)c1,10,-1,-3,-3.7,0,118,1,-10,-4,0.2
# (next part)
SMILES,V-ATPase pHluor,DAGLB inhibitor,NSD2 inh,CAL PDZ FP-1,Arr AP2 block,DSG3 Ab inh,Keap1 Nrf2 FP,CAL PDZ FP-2,Cardiac RTF inh,C-LANA FP
CC(CC(=O)OCC(=O)Nc1ccc2[nH]c(=O)[nH]c2c1)c1ccccc1 (centres undefined),6,0,0,0.4,19,/,3,3,0,1.7
O=C(NCc1cccnc1)C1c2ccccc2C(=O)N1Cc1ccco1 (centres undefined),-4,-1,-1,-1.0,1,104,-4,/,-3,0.7
N#Cc1nc(-c2ccccc2)oc1NCCN1CCCCC1,-4,3,/,/,-7,/,5,-4,-6,-0.6
Cc1ccc(-c2cc(-c3ccc4c(c3)OCO4)c(C#N)c(N)n2)o1,-2,-6,0,-2.7,13,90,1,-1,4,0.0
CCCCN1C(Nc2ccccc2)=NC[C@@H]1CC(C)C,-4,1,/,-2.6,-2,105,-1,-16,-3,0.8
O=C(Nc1cccnc1)C1CCCN1S(=O)(=O)c1ccc(Cl)c(Cl)c1 (centres undefined),2,-1,/,-2.4,2,107,4,8,-5,-0.4
COc1ccc(NC(=O)COC(=O)CC2CCCCC2)cc1,-5,-3,0,0.3,0,/,1,-4,-11,-0.2
Cc1cc(C)n2[nH]c(=O)cc2n1,0,-2,0,/,/,107,/,/,/,/
C/C(=N\NC(=S)NC1CCCCC1)c1cccc(C(F)(F)F)c1,13*,-1,-10,0.2,48,83,5,-3,-9,-5.3
Nc1cc2nc[nH]c2cc1N,-3,2,-2,-1.2,6,111,1,-7,2,2.1

# Sorted by the number under V-ATPase pHluor (lowest first): three of the compounds above.
structure	V-ATPase pHluor
COc1ccc(NC(=O)COC(=O)CC2CCCCC2)cc1	-5
CCCCN1C(Nc2ccccc2)=NC[C@@H]1CC(C)C	-4
O=C(Nc1cccnc1)C1CCCN1S(=O)(=O)c1ccc(Cl)c(Cl)c1 (centres undefined)	2

# (listing goes on)
SMILES,V-ATPase pHluor,DAGLB inhibitor,NSD2 inh,CAL PDZ FP-1,Arr AP2 block,DSG3 Ab inh,Keap1 Nrf2 FP,CAL PDZ FP-2,Cardiac RTF inh,C-LANA FP
O=C(Oc1ccc(-c2nnco2)cc1)N(c1ccccc1)c1ccccc1,4,1,-1,-2.8,8,100,-4,/,-2,-0.8
Fc1ccc(CN2C3=NCCN3c3ccccc32)cc1,-2,-2,0,0.1,6,109,1,2,-11,0.3
CCCC1CCC(=C(C#N)C(N)=O)CC1 (centres undefined),-1,0,1,0.1,3,84,-5,4,-12,0.3
O=C(COC(=O)C1CC(=O)N(Cc2ccco2)C1)Nc1nc(-c2ccc(F)cc2)cs1 (centres undefined),-2,3,-2,-2.9,-8,117,-4,8,-2,1.1
